Assay outcomes deposited in PubChem BioAssay by National Center for Advancing Translational Sciences (NCATS).
Pf growth 96h: P. falciparum growth inhibition at 96 hour, primary screen for plastid delayed-death inhibitors. 6.9% of 320,000 active. Potency, µM (doses to about 28.7 µM), for the others: at the top dose activity change, negative = inhibition, hits mostly inhibitors. P. falciparum luciferase reporter growth, 96 h; note: potency is the fitted concentration of half-maximal effect; % is set by controls: 0 for no effect and ±100 for the full control effect
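P. falciparum expressing integrated firefly luciferase, in erythrocytes at 2% hematocrit, 0.05% parasitemia, incubated with compounds 96 h at 37 C, 5% CO2. Growth inhibition read as loss of luminescence; two-generation exposure targets delayed-death apicoplast inhibitors.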
Shiga inhibitor: inhibitors of Shiga toxin in Vero cells. 9.2% of 290,000 active. inhibition, % at 38.7 µM. Vero cells, Shiga toxin protein synthesis inhibition reporter. AID 2315; in the data active = inhibition mostly above about 28%, no sharp cut-off; inactive = mostly below about 43%; note: 0% is about no effect
LmPK inh: inhibitors of Leishmania mexicana pyruvate kinase. 0.37% of 290,000 active. purified LmPK, Kinase-Glo ATP luminescence, 1 h. Potency, µM (doses to about 57.5 µM), for inactives: at the top dose activity change, negative = inhibition, actives largely listed as inhibitors; note: potency is the fitted concentration of half-maximal effect; % is set by controls: 0 for no effect and ±100 for the full control effect
Target sequence (Q27686 whole entry, looked up): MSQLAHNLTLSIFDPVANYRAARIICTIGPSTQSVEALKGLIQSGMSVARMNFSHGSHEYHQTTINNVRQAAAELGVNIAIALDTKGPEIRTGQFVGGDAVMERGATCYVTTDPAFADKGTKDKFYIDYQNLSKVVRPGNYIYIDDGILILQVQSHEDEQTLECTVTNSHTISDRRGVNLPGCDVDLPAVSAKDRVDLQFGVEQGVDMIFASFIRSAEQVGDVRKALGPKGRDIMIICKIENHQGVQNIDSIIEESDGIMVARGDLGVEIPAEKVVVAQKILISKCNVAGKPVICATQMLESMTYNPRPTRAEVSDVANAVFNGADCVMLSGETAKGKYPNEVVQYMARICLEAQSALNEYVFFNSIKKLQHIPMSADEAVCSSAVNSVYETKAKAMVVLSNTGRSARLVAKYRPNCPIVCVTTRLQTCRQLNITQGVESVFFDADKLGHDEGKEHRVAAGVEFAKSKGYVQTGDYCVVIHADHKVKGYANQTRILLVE
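qHTS format; LmPK 0.1 nM; substrates PEP 0.5 mM and ADP 0.1 mM. One-hour room-temperature incubation, then coupled luciferase luminescence; 0.5 nM enzyme wells mark activation.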
TbPYK inhibitor: inhibitors of Trypanosoma brucei pyruvate kinase. AID 624173. TbPYK enzyme, Kinase-Glo Plus ATP luminescence, 45 min. Potency, µM (top dose mostly 76.8 µM), for the others: top-dose activity, negative = inhibition, usual class: inhibitors. 0.12% of 410,000 active. Q57TT1; note: potency is the fitted concentration of half-maximal effect; % is set by controls: 0 for no effect and ±100 for the full control effect; nearly all actives have a fitted effect of over 50% in size
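Glycolytic pyruvate kinase of T. brucei was incubated with substrate, test compound and 130 uM ADP for 45 minutes at room temperature. Luminescent Kinase-Glo Plus signal was measured after 10 minutes.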
Pf growth 48h: inhibits P. falciparum growth in the first generation, 48 h; P. falciparum luciferase growth in erythrocytes, 48 h; Potency, µM (top dose mostly 28.7 µM), without a hit: at the highest dose activity change, negative = inhibition, actives largely listed as inhibitors; 5.9% of 310,000 active; note: potency is the fitted concentration of half-maximal effect; % is set by controls: 0 for no effect and ±100 for the full control effect
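Growth was read as firefly luciferase luminescence after a 48 h, 37 C, 5% CO2 exposure of compounds to reporter-bearing P. falciparum cultures (0.1% parasitemia, 2% hematocrit final) in Albumax-supplemented RPMI 1640.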
AmpC inh no detg: AmpC beta-lactamase inhibition without detergent; P00811; Potency, µM (doses to about 57.1 µM), inactives show at the top dose activity change, negative = inhibition, hits mostly inhibitors; 0.52% of 330,000 active; AmpC nitrocefin hydrolysis, absorbance 480 nm, 0.0001% Triton;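 note: potency is the fitted concentration of half-maximal effect; plate controls were no compound for no effect and no enzyme for full effect; nearly all actives have a fitted effect of over 20% in size; some results filed as inactive show a strong effect at the top dose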
Target sequence (P00811 whole entry, looked up): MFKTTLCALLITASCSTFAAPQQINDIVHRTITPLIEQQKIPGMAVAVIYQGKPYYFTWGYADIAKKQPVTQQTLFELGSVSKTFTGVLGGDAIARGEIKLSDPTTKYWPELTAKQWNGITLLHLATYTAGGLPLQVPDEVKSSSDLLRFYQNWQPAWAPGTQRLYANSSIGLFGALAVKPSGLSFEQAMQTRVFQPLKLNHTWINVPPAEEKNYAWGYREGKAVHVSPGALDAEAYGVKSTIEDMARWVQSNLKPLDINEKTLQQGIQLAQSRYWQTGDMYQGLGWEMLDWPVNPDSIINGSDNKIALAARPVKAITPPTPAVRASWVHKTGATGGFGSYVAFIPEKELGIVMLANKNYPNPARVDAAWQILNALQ
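AmpC (5.3 nM in the dispensed reagent) in 20 mM phosphate pH 7.0 with 0.01% (detergent screen) or 0.0001% Triton X-100 was preincubated with compounds for 15 min at room temperature. Nitrocefin was then added from an 800 uM solution, and hydrolysis was followed at 480 nm.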
Cycloheximide cs: affects cycloheximide protein synthesis inhibition readout, counter-screen | cell reporter, cycloheximide protein synthesis inhibition counterscreen | max response, % | 12% of 300,000 active | AID 2314; in the data active = max response mostly above about 13%, no sharp cut-off; inactive = mostly below about 14%; note: read at 38.3 µM for the half of the compounds with a filed dose; 0% is about no effect
* marks the source's active call; other numbers are inactive results; ? = inconclusive; . = not tested or not shown; & = joins results of further samples; [ ] = another dose, or the depositor's remark. Unless noted, calls come from the whole dose curve; as a rule, active = well fitted curve in the direction sought with a large enough effect; inconclusive = small, poorly fitted or top-dose-only effect, or another doubt; inactive = no such curve, though single readings can be large; an effect the other way counts as inactive or inconclusive.

Values run as follows: Cycloheximide cs	TbPYK inhibitor	LmPK inh	Shiga inhibitor	Pf growth 48h	Pf growth 96h	AmpC inh no detg
- COc1cc(/C=C/c2nc3ccccc3s2)cc(OC)c1O
  41*	2%	-18%	78*	304%[activator]	.	4%
- Cc1ccc(C(=O)COC(=O)C(C)N2C(=O)C3C4C=CC(C4)C3C2=O)cc1 (stereo not drawn)
  7	-3%	0%	22	1%	38%[activator]	-7%
- COC(=O)c1ccc(NC(=O)CN2C(=O)CCC2=O)cc1
  12	-18%	4%	13	8%	?	-2%
- CC(=O)c1ccc(Cc2ccccc2)cc1
  11	-6%	0%	13	13%	7%	-7%
- COc1ccc(C(=O)Oc2c(CN3CCOCC3)cc(Cl)c3cccnc23)cc1
  6	5%	1%	-16	15µM*	.	46%
- O=[N+]([O-])c1cc(S(=O)(=O)N2CCOCC2)ccc1OCc1cccc(Cl)c1
  .	1%	.	.	-24%	?	-2%
- CCO[C@@H]1OC(C(=O)N2CCN(C)CC2)=C[C@H](C(C)(C)C)[C@H]1CCCO
  1	3%	5%	-5	38%[activator]	49%[activator]	21%
- O=C(NNS(=O)(=O)c1ccccc1[N+](=O)[O-])c1cccc([N+](=O)[O-])c1
  -1	6%	0%	-5	3%	-7%	-15%
- Cc1ccc(C(=O)N2CCn3c(C)ccc3C2C)cc1 (stereo not drawn)
  14	-5%	3%	20	?	14%	37%
- CC1CCCC(NC(=O)c2ccncc2)C1C (stereo not drawn)
  -3	3%	-6%	-8	42%[activator]	-19%	-1%
- COc1ccc(S(=O)(=O)N(C)CC(=O)Nc2ccc3c(c2)OCCO3)cc1OC
  18*	-1%	1%	25	-28%	.	-8%
- COc1ccc(/C=C2/SC(=S)N(CCC(=O)N3CCN(C)CC3)C2=O)cc1
  -4	1%	-2%	-6	?	-27%	74%[activator]
- Cc1ccc(S(=O)(=O)N2CCOCC2)cc1C(=O)N1CCN(S(=O)(=O)c2cccs2)CC1
  -4	4%	1%	4	?	?	49%
- O=C(Cc1ccccc1[N+](=O)[O-])Nc1cccc(S(=O)(=O)NC2=NCCCCC2)c1
  .	0%	.	.	?	-10%	72%[activator]
- COc1cccc(CN2CC(C(=O)N3CCOCC3)CCC2=O)c1 (stereo not drawn)
  46*	-2%	-1%	66*	-6%	9%	-11%
- Cc1ccc(O)c(-c2cc(C(F)(F)C(F)F)[nH]n2)c1
  19*	0%	1%	47	9.3µM*	9.3µM*	-14%
- CCc1nc(N2CCN(C(=O)c3ccco3)CC2)c2c3c(sc2n1)CCCC3
  -2	5%	-2%	-4	?	41%[activator]	50%
- COc1ccc(C(=O)Nc2c(N)nc(SCC(=O)Nc3ccc(NC(C)=O)cc3)[nH]c2=O)cc1
  -2	2%	-1%	12	10µM*	2.6µM*	2%
- CCOC(=O)CC1C(=O)NCCN1S(=O)(=O)c1ccc(F)cc1 (stereo not drawn)
  1	2%	1%	4	12%	15%	-9%
- CC1(C)NC(=O)N(CC(O)CN(c2ccccc2)S(=O)(=O)c2ccccc2[N+](=O)[O-])C1=O (stereo not drawn)
  -2	-8%	-1%	-15	7%	3%	-16%
- Cc1ccc(NC(=O)COC(=O)/C=C/c2ccco2)cc1S(=O)(=O)N(C)C
  6	-12%	5%	13	1%	11%	-19%
- Cc1cc(C)n(C(=O)CNC(=O)c2cccc(F)c2)n1
  -3	6%	-2%	3	10%	29%	-5%
- COc1ccc(CC(=O)NNC(=O)c2c(-c3ccccc3Cl)noc2C)cc1OC
  -2	-4%	-1%	-1	-19%	0%	-2%
- Cc1ccc(-n2ncc3c(=O)[nH]c(SC(C)C)nc32)cc1
  -5	-4%	0%	-12	-1%	27%	-22%
- CCCCN(CCCC)S(=O)(=O)c1ccc(C(=O)Nc2nnc(CSC)o2)cc1
  -3	2%	1%	-12	8%	5%	-26%
- COC(=O)C1(Cc2ccccc2)NC(c2ccc(F)cc2)C2C(=O)N(C)C(=O)C21 (stereo not drawn)
  -1	1%	5%	-1	-37%	34%[activator]	19%
- Cc1cccc2nc(C(F)(F)F)nc(=O)n12
  15	-13%	-1%	38	?	-1%	-8%
- CC(C)C[C@H]1CN=C(Nc2ccccc2)N1CC1CCCC1
  -1	-5%	0%	-10	?	?	41%
- CN1CCc2c(sc3c2c(=O)n(-c2ccc(Cl)cc2)c2nncn32)C1
  -3	-28%	1%	-7	-9%	.	9%
- COc1ccc(C2=CC(=O)C=CC2=O)cc1
  9.3*	.	2.5µM*	-2	9.3µM*	10µM*	32µM*

Nothing new here: 2 of the compounds above.
Values run as follows: Cycloheximide cs	TbPYK inhibitor	LmPK inh	Shiga inhibitor	Pf growth 48h	Pf growth 96h	AmpC inh no detg
- CN1CCc2c(sc3c2c(=O)n(-c2ccc(Cl)cc2)c2nncn32)C1
  -3	-28%	1%	-7	-9%	.	9%
- COc1ccc(C2=CC(=O)C=CC2=O)cc1
  9.3*	.	2.5µM*	-2	9.3µM*	10µM*	32µM*

(next part)
Values run as follows: Cycloheximide cs	TbPYK inhibitor	LmPK inh	Shiga inhibitor	Pf growth 48h	Pf growth 96h	AmpC inh no detg
- COc1ccc2nc(NC(=O)CSc3nc4cccnc4n3C)sc2c1
  6	5%	-1%	-23	7%	20%	113%[activator]
- CCOC(=O)NC(C(F)(F)F)(C(F)(F)F)P(=O)(c1ccccc1)c1ccccc1
  7	0%	2%	-3	14%	7%[5.75 µM]	-10%
- COC(=O)c1ccc(COc2ccc(C(=O)c3ccccc3)cc2)o1
  1	-7%	-12%	2	19%	33%[activator]	-33%
- N#C/C(=C(/O)COC(=O)COc1cccc(Br)c1)c1nc2ccccc2[nH]1
  -2	0%	-2%	16	12%	?	-48%
- Cn1cc([N+](=O)[O-])c(C(=O)Nc2ccc(C3CCCCC3)cc2)n1
  46*	-3%	1%	86*	33%[activator]	14%	63%[activator]
- O=C(NC1CCCC1)C1CCC(=O)N1CCc1ccccc1 (stereo not drawn)
  -3	2%	0%	-8	31%[activator]	.	2%
- CNC(=O)c1ccc(NC(=O)Cc2ccc(S(=O)(=O)N3CCOCC3)s2)cc1
  .	6%	.	.	-32%	15µM*	-14%
- CCCN1C2CCCC1CC(NC(=S)Nc1cccc(C)c1C)C2 (stereo not drawn)
  -1	-2%	3%	-5	-16%	?	-11%
- O=C(CCSCc1ccccc1Cl)NCc1cccs1
  25	-1%	1%	4	42%[activator]	?	-23%
- COc1ccccc1N1CCN(S(=O)(=O)c2ccc3c(c2)NC(=O)C(C)C(=O)N3)CC1 (stereo not drawn)
  -2	2%	-4%	-2	5%	75%[activator]	-21%
- C=CCn1c(=O)c2ccccc2n2c(SCC(=O)Nc3sc(C(=O)N(CC)CC)c(C)c3C(=O)OCC)nnc12
  3	4%	1%	-7	12µM*	0%	62%[activator]
- COc1ccc(NC(=O)Cn2c(=O)n(Cc3ccco3)c(=O)c3ccccc32)cc1
  1	0%	0%	19	?	.	-10%
- COc1cc(NC(=O)Cn2nc(C(F)(F)F)c3c2CCCC3)cc(OC)c1OC
  -3	4%&-8%	2%	-22	10µM*	.	71%[activator]
- CC(C)(C)c1ccc(C(=O)N2CCN(c3nc4ccccc4o3)CC2)cc1
  -2	8%	0%	-2	.	11%	-5%
- Cc1cnc(-c2nnc(N(C)C(=O)c3cccnc3)s2)cn1
  -1	-13%	-3%	15	-4%	?	-14%

3 compounds from above, arranged by count of non-hydrogen atoms, highest first.
Values run as follows: Cycloheximide cs	TbPYK inhibitor	LmPK inh	Shiga inhibitor	Pf growth 48h	Pf growth 96h	AmpC inh no detg
- C=CCn1c(=O)c2ccccc2n2c(SCC(=O)Nc3sc(C(=O)N(CC)CC)c(C)c3C(=O)OCC)nnc12
  3	4%	1%	-7	12µM*	0%	62%[activator]
- CNC(=O)c1ccc(NC(=O)Cc2ccc(S(=O)(=O)N3CCOCC3)s2)cc1
  .	6%	.	.	-32%	15µM*	-14%
- N#C/C(=C(/O)COC(=O)COc1cccc(Br)c1)c1nc2ccccc2[nH]1
  -2	0%	-2%	16	12%	?	-48%

Additional results:
Values run as follows: Cycloheximide cs	TbPYK inhibitor	LmPK inh	Shiga inhibitor	Pf growth 48h	Pf growth 96h	AmpC inh no detg
- Cc1cc(/C=N/NC(=O)C(=O)NCc2ccccn2)c(C)n1-c1cccc(Br)c1
  1	0%	5%	-4	-16%	-8%	101%[activator]
- CCOc1c(Cl)cc(CNC(C)C(O)c2ccccc2)cc1OC (stereo not drawn)
  1	2%	3%	-5	1.5µM*	22%	1%
- COc1ccc(NC(=O)CSc2nc3c(c(=O)n2-c2ccc(F)cc2)SCC3)cc1
  -1	8%	6%	1	-22%	10µM*	?
- Cc1ccccc1N=Cc1cc2c(cc1[N+](=O)[O-])OCO2
  -4	-2%	-7%	0	4%	-9%	-20%
- Cc1c(Cl)c([N+](=O)[O-])nn1CCCC(=O)Nc1cccc(Cl)c1
  4	1%	1%	11	27%	0%	-5%
- C#CCOCCOCCOCCNc1nc(N2CCN(C(=O)[C@H]([C@@H](C)CC)n3cc([C@@H](N)CC(C)C)nn3)CC2)nc(N2CCN(C(=O)[C@H](CCCCN)n3cc([C@@H](N)CO)nn3)CC2)n1
  -1	-1%	0%	-5	0%	0%	131%[activator]
- O=C(NNC(=O)c1cccnc1SCc1cccc([N+](=O)[O-])c1)c1ccc(F)cc1
  -1	5%	1%	-11	9%	184%[activator]	-21%
- O=C(NCCc1ccccc1)C(=O)NCC1OCCN1S(=O)(=O)c1ccccc1 (stereo not drawn)
  -8	1%	11%	9	-5%	8%	3%
- CN(C)S(=O)(=O)c1ccc(C(=O)N(c2ccccn2)c2ccccn2)cc1
  13	-6%	-2%	-12	2%	8%	.
- Cc1cc2nnc(SCC(=O)N3C(C)CCCC3C)n2c(N)n1 (stereo not drawn)
  -2	0%	-4%	-3	4%	?	-20%
- C=CCC1(CC=C)CCCN1C(=O)c1cc(COc2cncc(Cl)c2)on1
  36*	.	-3%	35*	?	?	41%
- CN(CC(=O)Nc1ccc(F)cc1)C(=O)COC(=O)CNC(=O)c1sc2ccccc2c1Cl
  .	-3%	.	.	61%[activator]	-2%	-17%
- Cc1ccc(C2=NC3(CCCC3)N=C2SCC(=O)Nc2ccc3c(c2)OCCO3)cc1
  -3	-12%	-2%	-14	?	?	39%
- Fc1cccc(NC(=S)NCc2ccc(Cl)cc2)c1
  -1	-8%	1%	16	?	44%[activator]	-40%
- O=C(COC(=O)c1ccc2c(c1)OCO2)Nc1ccccc1F
  .	6%	.	.	82%[activator]	11%	-6%
- CCOc1ccc(=O)n(-c2ccccc2)n1
  4	4%	-1%	15	-22%	-6%	-10%
- CCOc1ccc(NC(=S)NN2CCN(C)CC2)cc1
  -1	0%	-7%	7	5%	0%	-3%
